High-throughput results as filed in PubChem.
Polio RdRp inh – inhibitors of poliovirus RNA polymerase binding and polymerization; poliovirus polymerase elongation, fluorescence polarization; hits give low values; % elongation, % (compound at 16.7 µg/mL); 150,000 tested, 0.66% active; P03300; in the data active = % elongation below about 90%; also: some results filed as inactive read as strong as hits
Target sequence (P03300 1749-2209 limits assumed): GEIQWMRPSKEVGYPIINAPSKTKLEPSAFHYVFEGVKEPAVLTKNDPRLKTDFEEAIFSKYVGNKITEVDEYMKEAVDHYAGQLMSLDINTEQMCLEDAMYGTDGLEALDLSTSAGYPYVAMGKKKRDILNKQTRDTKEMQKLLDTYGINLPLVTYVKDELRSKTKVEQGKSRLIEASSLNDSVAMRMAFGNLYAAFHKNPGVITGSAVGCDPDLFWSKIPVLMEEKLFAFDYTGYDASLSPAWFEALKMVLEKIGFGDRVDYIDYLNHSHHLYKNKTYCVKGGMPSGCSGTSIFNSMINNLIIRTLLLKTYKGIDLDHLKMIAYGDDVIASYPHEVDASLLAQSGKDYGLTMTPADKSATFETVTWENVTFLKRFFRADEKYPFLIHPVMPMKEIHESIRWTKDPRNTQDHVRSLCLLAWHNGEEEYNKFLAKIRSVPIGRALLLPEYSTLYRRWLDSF
Polio RdRp inh FP z-score – recorded beside Polio RdRp inh, whose call it bears; z-score; measured here: FP z-score; hits read low
Numbers without * were called inactive; ! = repeats disagree. These rows are one share of the data; the hit share may differ from the screen's.

SMILES	Polio RdRp inh	Polio RdRp inh FP z-score
CCOC(=O)c1oc2ccc(CC/C(C)=N/NC(=O)c3ccoc3C)cc2c1C	103	-0.2
CCC(C(=O)Nc1cc(-c2nc3cccnc3s2)ccc1C)c1ccccc1 (stereo unspecified)	108	0
O=C(COc1cccc(Cl)c1)N1CCC(c2nc3ccccc3s2)CC1	109	0.2
CCCN(CCC)C(=O)Cn1c(=O)n(Cc2ccc(C(=O)NCCc3ccc(OC)c(OC)c3)cc2)c(=O)c2ccccc21	109	0.1
Cc1cccc(NC(=O)c2sc3nc4c(cc3c2N)CN(Cc2ccccc2)CC4)c1	107	0.4
Cc1ccc(-c2cc(C(=O)N(Cc3ccc(C(C)(C)C)cc3)Cc3ccco3)no2)cc1	109	0.5
CCN=Cc1c(O)n(C)c(=O)n(C)c1=O	101	-0.5
CCOC(=O)CC1NCCc2cc(OCC)c(OCC)cc21 (stereo unspecified)	103	0.4
CC(C)Oc1ccc(C(=O)Nc2nc3c(s2)CC(C(C)(C)C)CC3)cc1 (stereo unspecified)	109	0.2
CCOc1ccc(-c2nc(CSCC(=O)NCc3ccc(Cl)cc3)c(C)o2)cc1	106	0
COc1cc(NC(=O)CN2C(=O)c3ccccc3C2=O)c(OC)cc1Cl	106	1.1
CCOC(=O)c1ccccc1NC(=O)CSc1ncc2c(n1)-c1ccccc1N(CC)S2(=O)=O	115	0.6
Cc1nnc(SCC(=O)O)o1	101	-0.2
S=C(NCCc1ccccc1)NCCc1c[nH]c2ccccc12	100	-0.4
Cc1ccccc1CS(=O)(=O)Cc1ccc(C(=O)NCCc2ccc(Cl)cc2)o1	116	1.5
Cc1ccc(NC(=O)Cn2nnc(-c3ccccc3)n2)c(C)c1	105	0.1
N#C/C(=C\Nc1ccccc1)c1ccccc1	103	1.1
COCCNC(=O)c1ccc2c(c1)N(Cc1cccc(Cl)c1)C(=O)c1ccccc1S2=O (stereo unspecified)	104	-0.4
COc1ccc(O)c(C(=O)c2cnn(-c3ccccc3)c2)c1	102	0.1
CC1CCCCC1NC1=NCCS1 (stereo unspecified)	100	-0.5

Full records, quoted from the list. Values in the order: Polio RdRp inh, Polio RdRp inh FP z-score
Cc1ccc(-c2cc(C(=O)N(Cc3ccc(C(C)(C)C)cc3)Cc3ccco3)no2)cc1 in the list: 109, 0.5
CCOC(=O)CC1NCCc2cc(OCC)c(OCC)cc21 (stereo unspecified) in the list: 103, 0.4

Next section.
SMILES	Polio RdRp inh	Polio RdRp inh FP z-score
N/C(=N\c1nc2ccccc2o1)NC(=O)c1ccccc1NC(=O)c1ccccc1	99	-0.9
O=C(O)CN1C(c2ccccc2O)Nc2ccc(Br)cc2C1c1ccccc1 (stereo unspecified)	104	0.7
CCN(CC)S(=O)(=O)c1cccc(C(=O)OCC(=O)c2cc(C)n(C3CC3)c2C)c1	102	0
COc1cccc(Cn2cc(C(=O)c3ccccc3)c(=O)c3cc4c(cc32)OCO4)c1	106	-0.4
Cc1nonc1C(=O)N/N=C/c1ccccc1	101	0
Cc1c(C(=O)N(C)c2ccccc2)sc2nc3n(c(=O)c12)CCCC3	101	-1.1
O=C(CNC(=O)c1cc(N2CCOCC2)ccn1)Nc1ccc(F)c(F)c1F	105	0.6
N#Cc1cn(CC(=O)NCc2ccccc2)c2ccccc12	103	0.5
O=C1C=CC(=O)c2c(O)cccc21	87*!	-0.7*!
O=S(=O)(Nc1nc(SCc2ccc(Cl)cc2)n[nH]1)c1cccs1	106	0.7
CC(=O)N1CCOc2ccc(S(=O)(=O)NCCc3ccccc3)cc21	103	0.5
COc1ccc(N2CCN(C(=O)CCc3ccccc3OC)CC2)cc1	101	-0.1
CCOC(=O)c1nnc(Cc2ccc(F)cc2Cl)o1	104	0.6
CCOC(=O)c1sc(-c2ccc3c(c2)OCCO3)cc1N	121	2.6
CCS(=O)(=O)N1CCC(n2c(C)nc3cccnc32)CC1	107	0.1
O=C(COc1ccccc1O)N1CCCC1	107	0.4
COc1ccc(C(=O)N2CCc3cc(OC)c(OC)cc3C2C)cc1 (stereo unspecified)	104	0
COc1ccccc1C1=NOC(C(=O)Nc2ccccc2C(F)(F)F)C1 (stereo unspecified)	101	0.1
CCCCCOc1ccccc1CN1C(=O)C(=O)c2cc(C)ccc21	104	-0.4
O=C(Nc1ccc(OCc2ccccc2)cc1)N1CCN(C(=O)C2COc3ccccc3O2)CC1 (stereo unspecified)	104	0

Ordered by number of heavy atoms (low to high): part of the list above
SMILES	Polio RdRp inh	Polio RdRp inh FP z-score
O=S(=O)(Nc1nc(SCc2ccc(Cl)cc2)n[nH]1)c1cccs1	106	0.7
N/C(=N\c1nc2ccccc2o1)NC(=O)c1ccccc1NC(=O)c1ccccc1	99	-0.9
COc1cccc(Cn2cc(C(=O)c3ccccc3)c(=O)c3cc4c(cc32)OCO4)c1	106	-0.4

Continued.
SMILES	Polio RdRp inh	Polio RdRp inh FP z-score
C=CCSc1nc2[nH]ncc2c(=O)[nH]1	101	-0.5
Cc1ccc(C(=O)NNc2nnc(C)c(=O)[nH]2)cc1	106	0.3
O=C(O)CSC1=NC2CCCCC2N1 (stereo unspecified)	99	-0.8
S=c1[nH]c(-c2ccccc2)cn1/N=C/c1ccc2c(c1)OCO2	104	0.2
CC1CCN(S(=O)(=O)c2cc(S(=O)(=O)N3CCC(C)CC3)c3cccc4c3c2SC4=O)CC1	98	-0.8
CSc1nnc(CCNC(=O)Nc2ccccc2)n1C(C)C	107	1.8
CCc1ccc(OCC(=O)Nc2ncn[nH]2)cc1	99	-0.4
CCOc1cccc2sc(NC(=O)c3ccc(S(=O)(=O)N4CCCCC4C)cc3)nc12 (stereo unspecified)	100	-1.7
CCNc1c(NS(=O)(=O)c2ccc(C3CCCCC3)cc2)c(=O)oc2ccccc12	105	1.2
C(=N\c1nccs1)/N1CCOCC1	99	0.2
O=S(=O)(CCSc1ccc(C(F)(F)F)cn1)c1ccc(Cl)cc1	102	0
O=C(NC1CCCC1)C1CCCN(S(=O)(=O)c2ccc(-n3cnnn3)cc2)C1 (stereo unspecified)	103	0.3
Cc1ccc(-c2nnn(CCC(=O)NC(C)(C)C)n2)cc1	101	-0.2
COC(=O)c1ccc(OC)c(CSc2nnc(COc3cc(C)cc(C)c3)o2)c1	102	0
O=C(COC(=O)Cc1c(F)cccc1Cl)NCc1ccc(Cl)cc1	102	0.1
COc1ccccc1/C=C1\SC(=O)N(CC(=O)N2CCOCC2)C1=O	102	0.4
COC(=O)c1c[nH]n2c(=O)c3c(nc12)CCN(Cc1ccccc1)C3	98	-1
CCCN(CCC)Cn1nc(-c2ccncc2)n(CCCOCC)c1=S	101	-0.2
CC(=O)Nc1ccc(S(=O)(=O)NCC(=O)OC2CCOC2=O)cc1 (stereo unspecified)	100	-0.2
Nc1c(C(=O)c2ccccc2)sc2nccc(Nc3ccccc3)c12	102	-0.1
CC(=O)c1ccc(C(=O)N(Cc2cccnc2)c2nc3c(Cl)cccc3s2)cc1	105	-0.3
CCOC(=O)/C=C1\SCC(=O)N1Cc1ccc(Br)cc1	100	-0.4
CC(C)c1cc(NC(=O)COC(=O)c2ccccc2CSc2ncn[nH]2)on1	104	0.1
COC(=O)c1sc(N)c(C(=O)OC)c1CSc1nncn1-c1ccccc1	105	0.3
COCCSc1ccccc1C(=O)N1CCCC1	102	0.4
Cc1nc(SCC(=O)O)oc1C	102	0.1
CC(C)(C)C(=O)ON=C(c1cccs1)c1cccs1	102	0.3
O=C(CCn1cccn1)NCc1ccc(Cl)cc1	110	1
C/C(=N\NC(=O)c1ccc2c(c1)OCO2)c1cc(F)ccc1O	106	0.9
Cc1ccc(N2CNC(=O)c3c(C)cc(C)nc32)cc1	100	-0.4
COCCNC(=O)Cn1cc(/C=C2\C(=O)NC(=O)N(C3CCCCC3)C2=O)c2ccccc21	100	-0.8
CC1SC2(CCCCC2)N(c2ccc(Cl)cc2)C1=O (stereo unspecified)	103	0.7
Cc1ccc(S(=O)(=O)NC(=O)NCc2ccccc2)cc1	102	0
NNC(=O)c1ccc(C(F)(F)F)cc1	101	-0.1
COc1ccc(-c2nn(C)c3ccccc23)cc1	103	-0.1
O=C(Nc1ccccc1)C1C2C=CC3(O2)C1C(=O)N(C1CCCC1)C3C(=O)NC1CCCCC1 (stereo unspecified)	102	0.2
CN(c1nnc(NC(=O)Nc2ccccc2C(F)(F)F)s1)C1CCCCC1	107	-0.1
O=C(NCCCN1CCN(c2ccc(F)cc2)CC1)c1cc2c(s1)-c1ccccc1OC2	106	0.5
O=C(Nc1c[nH]c2ccccc12)N1CCCc2ccccc21	102	0.1
O=C(O)CSc1ccccc1C(=O)O	104	0.3

6 of the compounds above, with two lines to a compound:
Each structure is followed by: Polio RdRp inh, Polio RdRp inh FP z-score
- O=C(Nc1ccccc1)C1C2C=CC3(O2)C1C(=O)N(C1CCCC1)C3C(=O)NC1CCCCC1 (stereo unspecified)
 : 102, 0.2
- NNC(=O)c1ccc(C(F)(F)F)cc1
 : 101, -0.1
- C/C(=N\NC(=O)c1ccc2c(c1)OCO2)c1cc(F)ccc1O
 : 106, 0.9
- CN(c1nnc(NC(=O)Nc2ccccc2C(F)(F)F)s1)C1CCCCC1
 : 107, -0.1
- CC(C)(C)C(=O)ON=C(c1cccs1)c1cccs1
 : 102, 0.3
- CC1SC2(CCCCC2)N(c2ccc(Cl)cc2)C1=O (stereo unspecified)
 : 103, 0.7

Additional compounds follow.
SMILES	Polio RdRp inh	Polio RdRp inh FP z-score
CC(C)c1ccc(C2=C(O)c3ccccc3C(=O)C2=O)cc1	102	0.1
CCCNC(=O)c1cnc2sc(N3CCCCCC3)nn2c1=O	112	0.6
Cc1ccc(-n2c(SCCc3c(C)noc3C)nnc2-c2ccc(Cl)cc2)cc1	105	0.3
COc1ccc(CNc2nc(-c3ccc(Cl)cc3)nn2S(=O)(=O)c2ccc(C)cc2)cc1	107	0.3
CCCCNC(=O)Cc1n[nH]c(=O)c2ccccc12	102	0.2
O=c1cc(CSc2ncn[nH]2)[nH]c2c(Cl)cccc12	109	0.7
Cc1ccccc1NS(=O)(=O)c1ccc(CCN2C(=O)c3cccnc3C2=O)cc1	102	0
CCOC(=O)c1ccc(NC(=O)Cc2noc3ccccc23)cc1	105	0.6
O=C(CN1CCCCCC1=O)N/N=C/c1c(Cl)nc2sccn12	97	-0.9
Cc1cccc(CSc2nc3c(c(=O)[nH]2)C(c2cccc(O)c2)CC(=O)N3)c1 (stereo unspecified)	102	-0.9
O=C(OCCN1C(=O)c2ccccc2C1=O)Oc1ccccc1	98	-1.1
COC(=O)c1cc2ccc(C)cc2[nH]1	101	-0.4
CCOc1ccc(CCNC(=O)CN2N=C(c3ccccc3)CCC2=O)cc1OCC	106	-1.1
COc1ccc(Cl)cc1NC(=O)c1cc2c(Cl)nc3ccc(C)cc3c2s1	101	0.1
Cc1ccc2[nH]c3nc(SCC(=O)O)nnc3c2c1	101	0
CCCCN(C)S(=O)(=O)c1ccc2c(c1)CCN2C(=O)CCC(=O)O	100	-0.1
Fc1ccc(-c2cc(-c3ccccc3)c3c(n2)-c2ccccc2OC3)cc1	106	0.4
CCOC(=O)c1sc(N)c(C#N)c1COC(=O)c1nn(CC)c(=O)c2ccccc12	45	-5
NCCc1c[nH]c2ccc(Cl)cc12	102	0.2
CC(=O)Nc1cc(C(=O)N2CCc3ccccc3C2)ccc1Sc1ccc(Cl)cc1	103	0.4

Rewritten field by field: part of the list above.
SMILES: COc1ccc(O)c(C(=O)c2cnn(-c3ccccc3)c2)c1
  Polio RdRp inh: 102	Polio RdRp inh FP z-score: 0.1

SMILES: Cc1ccccc1NS(=O)(=O)c1ccc(CCN2C(=O)c3cccnc3C2=O)cc1
  Polio RdRp inh: 102	Polio RdRp inh FP z-score: 0

SMILES: COc1ccccc1C1=NOC(C(=O)Nc2ccccc2C(F)(F)F)C1 (stereo unspecified)
  Polio RdRp inh: 101	Polio RdRp inh FP z-score: 0.1

SMILES: Cc1ccc(C(=O)NNc2nnc(C)c(=O)[nH]2)cc1
  Polio RdRp inh: 106	Polio RdRp inh FP z-score: 0.3

(more compounds)
SMILES	Polio RdRp inh	Polio RdRp inh FP z-score
Cc1cc2oc3c(c(=O)c2cc1C)C1(C(=O)N(C)c2ccccc21)N(CCO)C3=O (stereo unspecified)	109	0.7
Cc1cccc(CNCCc2ccccc2)n1	104	0.8
COc1ccc(CC(CC(=O)O)C(=O)Nc2ccccc2)cc1 (stereo unspecified)	101	0
CN1C(=O)N(C(=O)c2ccccc2)C(=O)C(C)(C2=CCCCC2)C1=O (stereo unspecified)	99	-0.3
CCC1C(=O)NCCN1C(=O)/C=C/c1ccccc1 (stereo unspecified)	102	0
CC1(C)Cc2cccc(OCC(=O)OCC(=O)N3CCN(c4ccccc4)CC3)c2O1	104	0.2
CC1(C)Cc2cccc(Oc3ccc(S(=O)(=O)N4CCCC4)cn3)c2O1	104	0.1
Cn1c(=O)oc2cc(S(=O)(=O)CCC(=O)NCc3ccccc3)ccc21	105	-0.7
FC(F)(F)c1cccc(NC(=S)N2CCCC2)c1	102	-0.2
CC(C)c1cnc2c(c1SCC(=O)NC(C)(C)C)c(=O)n(C)c(=O)n2C	113	1
Cc1noc(C)c1NC(=O)NC1CCCc2ccccc21 (stereo unspecified)	102	-0.1
CCOC(=O)c1c(-c2ccccc2)csc1NC(=O)C(F)(F)F	104	0.6
COC(=O)Cn1c(=NC(=O)c2ccc(S(=O)(=O)N3CCCC3)cc2)sc2cc(NC(C)=O)ccc21	100	-0.7
Cc1ccccc1NS(=O)(=O)c1ccc2[nH]cc(C(=O)NCCCN3CCOCC3)c(=O)c2c1	99	-0.5
CCCc1nc2c(sc(=S)n2-c2ccccc2)c(=O)[nH]1	115	1.1
C/C(=C/C(=O)C(F)(F)F)N1CCN(S(=O)(=O)/C=C/c2ccccc2)CC1	106	0.5
CC(C)C(=O)Nc1ccccc1C(F)(F)F	107	0.3
COC(=O)Nc1c(C)cc(C)cc1C	105	0.2
C/C(=N\NC(=O)c1ccccn1)c1ccc(OC(F)F)cc1OC(F)F	105	0.4
CCOC(=O)c1noc(NC(=O)Cc2ccccc2OC)c1-c1ccccc1	104	0.3
CCOc1cc2c(cc1CNC(=O)c1cccnc1)OC(C)C2 (stereo unspecified)	106	0.7
O=C(Nc1cccnc1)c1ccccc1Oc1ccccc1	102	0.2
CC(C)CCNC(=O)C1CCN(c2nc3ccccc3o2)CC1	102	0
CNC(=O)O/N=C/c1[nH]ncc1Br	101	-0.1
